GALK inh = blocks human galactokinase activity | P51570 | Purified GALK, Kinase-Glo residual ATP luminescence | Potency, µM (titrated, usually from 57.5 µM), inactives show at the top dose activity change, negative = inhibition, actives largely listed as inhibitors | 0.007% of 270,000 active; also: potency is read from the fitted curve at half-maximal effect; % is scaled to controls: 0 for no effect and ±100 for the full control effect
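GALK at 5 nM final was combined with compound, 35 uM ATP and 100 uM galactose in HEPES pH8.0 with MgCl2 and DTT. The reaction ran one hour at room temperature before luminescent ATP detection.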
Integrin act MD = activators of alpha7 integrin expression for muscular dystrophy | 0.064% of 350,000 active | Potency, µM (doses to about 38.3 µM), inactives show top-dose activation, actives largely listed as activators | alpha7betagal myoblasts, beta-gal FDG fluorescence, 48 h;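 also: potency is read from the fitted curve at half-maximal effect; 100% = response of the positive control SU9516; nearly all actives have a fitted effect of over 60% in size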
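Alpha7betagal+/- myoblasts (passage 13) were plated 16-24 hr, then exposed to compounds (1:260 dilution of DMSO stock) for 48 hours at 37C. After MPER lysis, β-galactosidase reporter activity was read as FDG fluorescence (ex 480/em 540) after 30 minutes.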
KCNH2 3.1 block = blocks the human KCNH2 3.1 channel isoform; activity change, % (tested at about 1.8 µM); 0.95% of 340,000 active; U2OS KCNH2 3.1, thallium flux FluxOr; hits give low values;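 active = maximum activity change below -70%; inconclusive = maximum activity change from -70% to -50%; inactive = maximum activity change above -50%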;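 also: thallium influx rate constant from kinetic fluorescence after stimulation buffer; % is scaled to controls: 0 for no effect and ±100 for the full control effect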
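Normalized rate constant (relative to positive and negative DMSO controls) derived from a 2 min kinetic fluorescence read after stimulation; U2OS cells expressing the 3.1 isoform via virus at 1.77 x 10^8 /mL.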
A-T KAP1 phos = candidate therapy for ataxia-telangiectasia. […] A-T fibroblasts, KAP-1 phosphorylation AlphaLISA; neocarzinostatin DNA damage 30 min before lysis. Potency, µM (series often up to 57.5 µM), for inactives: at the top dose activation, usual class: activators. AID 485349. 0.19% of 320,000 active; also: potency is read from the fitted curve at half-maximal effect; % of control where 0% means no effect; nearly all actives have a fitted effect of over 45% in size
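hTERT-immortalized A-T patient fibroblasts ([…]), 500 cells/well in OPTI-MEM, 1% FBS, got compounds for 60 min, then NCS for 30 min at 37C. Lysates were then assayed for phospho-KAP-1 by AlphaLISA (anti-pKAP1 donor, anti-KAP1 acceptor beads), 6 hr at 25C.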
Coupling enz = coupling enzyme interference in Giardia aldolase counter-screen | 0.67% of 290,000 active | AID 2472 | activity change, negative = inhibition, % at 58.2 µM, hits read low | coupling enzyme system counterscreen, AmpLite Red fluorescence; in the data active = activity change below about -30%; also: % is scaled to controls: 0 for no effect and ±100 for the full control effect
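Activity here indicates interference with the coupling reaction, not aldolase inhibition. Compounds at 57.5 uM final met coupling enzymes for 10 min at RT; substrate and AmpLite Red detection followed, with a 525/598 nm fluorescence read after 20 min.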
hERG WT inh = KCNH2 (human, wildtype) channel inhibition. Q12809. U2OS, BacMam KCNH2, thallium flux FluxOr; hits give low values. activity change, % at 1.84 µM. 0.37% of 340,000 active;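 active = maximum activity change below -70%; inconclusive = maximum activity change between -70% and -50%; inactive = maximum activity change above -50%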; also: % is scaled to controls: 0 for no effect and ±100 for the full control effect
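U2OS cells transduced with wild-type KCNH2 virus are loaded with FluxOr dye for 45 min, and thallium flux is measured in kinetic reads before and after stimulation buffer. Rate constants are normalized to DMSO controls.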
TRPV1 ag = human TRPV1 agonism; Q8NER1; TRPV1-expressing cells, Fluo-8 calcium influx, agonist mode; activation, % at 8.33 µM; 0.19% of 320,000 active; in the data active = activation above about 80%; inconclusive = between about 30% and that limit; also: 0% is about no effect
Target sequence (Q8NER1 whole entry, looked up): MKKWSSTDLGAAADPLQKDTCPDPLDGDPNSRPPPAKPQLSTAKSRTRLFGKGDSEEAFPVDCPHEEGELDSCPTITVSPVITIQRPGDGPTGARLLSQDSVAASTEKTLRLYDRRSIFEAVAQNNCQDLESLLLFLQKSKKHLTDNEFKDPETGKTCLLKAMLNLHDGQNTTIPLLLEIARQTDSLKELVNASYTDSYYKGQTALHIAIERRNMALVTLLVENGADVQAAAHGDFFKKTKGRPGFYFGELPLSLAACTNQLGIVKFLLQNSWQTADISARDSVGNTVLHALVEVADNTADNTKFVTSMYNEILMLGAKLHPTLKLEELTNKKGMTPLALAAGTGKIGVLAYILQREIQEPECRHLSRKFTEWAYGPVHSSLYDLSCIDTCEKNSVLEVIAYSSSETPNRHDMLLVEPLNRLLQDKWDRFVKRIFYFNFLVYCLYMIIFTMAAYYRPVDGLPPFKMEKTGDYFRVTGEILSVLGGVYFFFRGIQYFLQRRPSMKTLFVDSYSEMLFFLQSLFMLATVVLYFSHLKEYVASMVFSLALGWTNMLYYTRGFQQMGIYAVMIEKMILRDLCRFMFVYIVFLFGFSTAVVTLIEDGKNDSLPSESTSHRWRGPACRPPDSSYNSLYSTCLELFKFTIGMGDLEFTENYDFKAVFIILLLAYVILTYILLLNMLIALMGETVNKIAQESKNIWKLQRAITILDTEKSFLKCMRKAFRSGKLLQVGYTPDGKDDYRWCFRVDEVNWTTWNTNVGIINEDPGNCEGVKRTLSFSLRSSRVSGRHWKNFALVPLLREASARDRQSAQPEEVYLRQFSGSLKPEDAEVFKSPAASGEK
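TRPV1-expressing cells were cultured overnight at 35.5C and loaded with Fluo-8 calcium dye for 40 to 90 min at room temperature. After a 10 s baseline, compound was added and calcium influx was read kinetically for 3 min (ex 480/em 520 nm).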
S-ASM inh = blocks human secretory acid sphingomyelinase; AID 504937; Potency, µM (highest dose often 57.5 µM), for the others: top-dose activity change, negative = inhibition, most hits filed as inhibitors; placental ASM, HMU-PC fluorogenic substrate, 60 min; 0.006% of 340,000 active; also: potency is read from the fitted curve at half-maximal effect
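Human placenta-derived ASM enzyme was preincubated with compound for 10 minutes at room temperature, then given fluorogenic substrate HMU-PC0 (9 uM final) for 60 minutes at 37 °C; a pH 10 stop preceded fluorescence reading at Ex 386/Em 447 nm.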
MBNL1 CUG block = MBNL1-poly(CUG) RNA binding inhibition. Q9NR56. TR-FRET MBNL1-His/biotin-(CUG)12 binding, 665/545 ratio. Potency, µM (series often up to 57.5 µM), for inactives: at the top dose activity change, negative = inhibition, actives largely listed as inhibitors. 0.036% of 280,000 active. AID 2675; active = well fitted inhibition curve with a large enough effect in the signal ratio, with a control signal flat, not every such curve was filed as active; inconclusive = small, poorly fitted or top-dose-only effect, or effect the other way, or a change in a side signal; inactive = no such curve, though single readings can be large or run the other way; the % refers to the signal ratio; also: potency is read from the fitted curve at half-maximal effect; % is scaled to controls: 0 for no effect and ±100 for the full control effect
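Ratiometric TR-FRET (665 over 545 nm, excitation 340 nm) tracks disruption of MBNL1-His/biotin-(CUG)12 complex after 60 min at room temperature, with compounds at 92 nM to 58 uM final.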
MLL CXXC-DNA inh = inhibitors of human MLL CXXC domain-DNA interaction | Q03164 | MLL-CXXC / FITC-HOXA9 DNA fluorescence polarization | Potency, µM (doses to about 115 µM), inactives show at the highest dose activity change, negative = inhibition, most hits filed as inhibitors | 0.037% of 290,000 active; active = well fitted inhibition curve with a large enough effect in the polarisation, with a control signal flat, not every such curve was filed as active; inconclusive = small, poorly fitted or top-dose-only effect, or effect the other way, or a change in a side signal; inactive = no such curve, though single readings can be large or run the other way; the % refers to the polarisation; also: potency is read from the fitted curve at half-maximal effect
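Steps: dispense CXXC domain solution (7 uM) → pin compounds or unlabeled HOX-A9 DNA control → 5 min ambient → add FLSN-HOX-A9 solution (50 nM) → spin → 30 min ambient → fluorescence polarization. Tris pH 7.5/NaCl/DTT/BSA buffer.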
Starred values were filed as active, the others as inactive; i = inactive; ? = inconclusive; . = no result given; [ ] = remark or other dose. Unless noted, calls follow the shape of the dose curve; as a rule, active = well fitted curve in the direction sought with a large enough effect; inconclusive = small, poorly fitted or top-dose-only effect, or another doubt; inactive = no such curve, though single readings can be large; an effect the other way counts as inactive or inconclusive.

SMILES	GALK inh	Integrin act MD	KCNH2 3.1 block	A-T KAP1 phos	Coupling enz	hERG WT inh	TRPV1 ag	S-ASM inh	MBNL1 CUG block	MLL CXXC-DNA inh
Cc1cccc(NC(=O)CN2C(=O)S/C(=C\c3ccccn3)C2=O)c1	6.7%	12.6%	-6.2	-3.7%	1.1	-5.1	0.5	6.4%	4.6%	-7.9%
Cc1nnc(NC(=O)C2CCCN(S(=O)(=O)c3ccccc3C(F)(F)F)C2)s1 (stereo not given)	4.9%	-10.7%	13.0	7.6%	0.3	-9.1	-1.5	-2.2%	2.6%	2.2%
N#C/C(=N\Nc1ccccc1F)c1nc(-c2ccccc2)cs1	-0.5%	20.5%	?	-2.0%	0.5	.	3.0	-5.3%	-4.2%	6.3%
CCOc1ccccc1NC(=S)NCc1ccco1	4.2%	-20.7%	-20.8	.	0.1	11.9	-5.6	0.9%	-1.2%	-6.6%
CC(C)CNCC(=O)N1c2ccccc2Sc2ccccc21	-2.0%	16.6%	12.1	6.7%	1.7	1.1	.	-0.8%	-3.4%	-1.7%
Cn1nccc1NC(=O)Nc1ccccc1	9.4%	-18.2%	-0.2	-7.6%	1.0	-7.0	3.5	0.6%	?	-11.2%
Oc1ccc(-c2nc3ccc4ccccc4c3c3c2CCC3)cc1O	1.3%	-68.2%[inhibitor]	.	6.6%	1.6	.	29.9	-21.8%	.	3.3%
COCc1nnc(NC(=O)CCCCCN2C(=O)c3ccccc3C2=O)s1	2.1%	3.4%	22.2	3.3%	-1.9	1.8	3.6	1.7%	4.6%	5.2%
Nc1cc(=O)[nH]c2nnc(SCC(=O)Nc3cccc4ccccc34)n12	-0.3%	-1.0%	-9.3	-3.3%	2.0	-3.9	-1.9	-0.5%	12.6%	4.8%
COc1ccc(/C=C2\C(=N)N3N=C(CC(=O)N4CCOCC4)SC3=NC2=O)cc1	-0.1%	-56.1%[inhibitor]	-11.9	-19.1%	5.4	-15.7	-8.0	2.8%	4.5%	43.2%[activator]
Cc1cccc(N2CCN(C(=O)C3CCN(c4ncnc5c4nc4n5CCCCC4)CC3)CC2)c1C	-4.0%	3.2%	-7.2	1.6%	.	-1.5	8.2	-16.6%	5.1%	34.5%
CSc1ccccc1C(=O)C1CCCN(C(=O)CCc2cccnc2)C1 (stereo not given)	2.5%	-16.8%	-1.8	1.3%	6.8	-16.7	17.8	2.3%	-10.2%	-10.5%
CCOc1ccc(CC(=O)N/N=C/c2cccnc2)cc1OCC	-3.4%	-7.1%	-2.4	11.0%	.	-10.6	1.6	2.9%	12.9%	20.5%
Cn1c(/C(C#N)=C(\O)c2cccc(F)c2)nc2ccccc21	-2.0%	9.7%	1.8	0.0%	2.5	2.8	13.3	-0.9%	-6.6%	-17.6%
O=[N+]([O-])c1ccc(N2CCN(c3ccc(F)cc3)CC2)cc1	-2.0%	?	-32.7	-15.8%	-3.2	-1.1	-3.4	-3.8%	9.7%	-1.5%
CCOc1ccccc1NC(=O)c1cccc2c1C(=O)N(CCOC)C2	0.5%	0.8%	-7.5	-5.8%	-2.5	3.3	-0.6	5.7%	6.0%	-4.8%
COc1ccccc1OCC(=O)NN1Cc2ccccc2C1=N	-2.3%	0.6%	-15.9	2.0%	1.4	-20.0	0.0	0.8%	1.6%	-0.4%
COc1cccc(NC(=O)CN2CCN(c3ccccc3F)CC2)c1	-4.3%	-9.1%	.	0.8%	-0.8	6.4	15.6	21.9%	3.6%	-2.4%
COC(=O)c1ccc(NC(=O)CNC(=O)C2CCCCC2)cc1	4.6%	19.5%	2.8	-1.4%	-0.2	12.9	0.1	-8.4%	-13.9%	-5.6%
COc1ccc2[nH]c(=O)c(C(c3nnnn3C3CCCC3)N(C)C3CCCCC3)cc2c1 (stereo not given)	-3.0%	-31.8%	-9.5	-0.8%	0.4	1.6	?	31.9%[activator]	-1.3%	3.0%
CN(Cc1ccccc1)Cc1c(F)cccc1F	1.0%	-24.7%[7.66 µM]	30.9	5.9%	-0.5	42.8	10.0	4.9%	4.3%	0.3%
Cc1ccc(S(=O)(=O)NNC(=S)NCC2CCCO2)cc1 (stereo not given)	-2.7%	-2.2%	0.7	-4.7%	-0.2	-5.9	-0.6	-1.1%	-5.2%	18.7%
Cc1c(C(=O)Nc2cccc(S(=O)(=O)N3CCOCC3)c2)oc2ccccc12	.	-21.6%	-0.8	6.7%	.	-6.3	.	-9.7%	.	.
COc1ccc2c(C(=O)c3ccc(C)cc3)n(CCCC(N)=O)[n+]([O-])c2c1	.	-3.7%	10.1	-0.2%	.	1.7	13.3	-7.1%	.	.
CCCn1c(SCC(=O)NC)nnc1C(C)C	0.0%	3.7%	-2.3	23.3%	-0.5	0.7	3.7	1.9%	-3.0%	-7.9%
CC(C)(C)c1cc(C(=O)O)nn1-c1ccccc1	-0.1%	7.4%	-2.0	-5.2%	-0.5	5.0	-6.0	6.4%	-0.8%	11.6%
CCCC12CN3CC(C)(CN(C1)C3c1ccc(OC)cc1)C2=O (stereo not given)	-1.4%	0.3%	-5.0	-9.1%	0.1	-1.5	1.9	0.0%	-5.2%	4.4%
CCc1ccc(N2C(=O)Nc3ccccc3C2(O)C(=O)N2CCN(c3ccccn3)CC2)cc1 (stereo not given)	0.7%	-35.8%	5.9	0.7%	-0.5	0.1	-1.2	2.0%	-0.5%	-3.4%
COc1ccc(CCN2CC(C(=O)OCC(=O)NC(Cc3ccccc3)C(C)=O)CC2=O)cc1OC (stereo not given)	.	-38.7%	0.5	.	.	11.3	.	2.1%	.	.
COc1ccc(OC)c(C(=O)Cn2nnc(-c3ccc(N4CCOCC4)cc3)n2)c1	8.4%	-46.1%[inhibitor]	-13.3	-11.3%	-0.6	1.4	4.8	11.5%	1.4%	3.0%
CCCCC(NC(=O)c1ccccc1)C(=O)OCC(=O)N1c2ccccc2Sc2ccccc21 (stereo not given)	-5.6%	-13.4%	6.3	10.8%	0.1	-7.9	.	-1.0%	-7.1%	9.4%
O=C(CCN1CCN(CCO)CC1)Nc1ccccc1	-1.1%	12.7%	6.3	3.3%	-2.0	7.4	-2.6	7.0%	4.1%	-4.9%
Cc1nc2ccccc2n1CC(O)COc1ccccc1Cl (stereo not given)	0.7%	-39.2%	4.7	8.0%	-0.9	.	19.6	0.9%	-1.4%	8.5%
O=C(c1ccco1)N1CCN(C2=NS(=O)(=O)c3ccccc32)CC1	0.5%	3.4%	-4.3	3.7%	3.6	-5.8	-0.3	0.2%	0.1%	6.7%
O=C(Nc1ccc(Br)cc1)c1cccc(-n2cnnn2)c1	10.2%	-20.4%	-8.2	-0.9%	1.8	-3.4	2.8	-7.0%	5.5%	3.8%
Cc1ccc(CC(=O)Nc2ccc(S(=O)(=O)N3CCOCC3)cc2)cc1C	.	5.3%	0.2	13.7%	.	6.9	?	-0.3%	.	.
CCOC(=O)C1CCCN(Cc2ccccc2Cl)C1 (stereo not given)	-1.3%	-22.7%	1.5	3.2%	0.0	-6.6	9.6	4.7%	0.1%	-5.5%
CCOP(=O)(OCC)c1nc(/C=C/c2ccccc2)oc1NCc1ccc(OC)cc1	2.4%	-17.1%	-5.2	.	5.0	3.4	-1.1	i	22.5%	-10.2%
Cc1nn(-c2ccc(F)cc2)c(C)c1CN1CCN(Cc2ccccc2)C(CCO)C1 (stereo not given)	0.7%	0.0%	7.2	-5.9%	0.9	11.4	-0.3	-2.4%	-17.2%	-2.3%
O=C(Nc1ccccc1)Nc1ccc2snnc2c1	-2.6%	25.3%	3.8	-7.0%	-4.7	-1.1	?	-9.8%	-23.6%	-8.0%
CCCN(CC(=O)Nc1ccccc1C)C(=O)c1ccc2c(c1)S(=O)(=O)N=C1CCCCCN12	.	-34.8%	-9.6	2.2%	.	-15.0	-1.0	1.3%	.	.
CCOC(=O)c1sc(=NC(=O)c2ccc(C)cc2)n(C)c1C	-2.0%	27.4%	-3.6	2.9%	0.2	2.8	1.0	8.4%	117.5%[activator]	-9.1%
CCCNC(=O)c1cnc(-c2ccccc2)nc1-c1ccccc1	-0.3%	-14.6%	-5.6	-6.7%	-0.5	-13.6	3.5	-1.5%	-0.4%	18.4%
CN1CCN(c2nc(-c3ccccc3)ncc2S(=O)(=O)c2ccccc2)CC1	6.2%	?	-5.1	-0.5%	1.6	27.1	27.6	1.7%	-9.2%	8.6%
COC(CSc1nc(N)c2c3c(sc2n1)CN(C)CC3)OC	3.1%	-22.8%	4.8	33.8%	-5.4	1.9	-2.5	42.0%[activator]	?	?

Screening data: PubChem BioAssay, National Center for Advancing Translational Sciences (NCATS)
